UbGFP stabilizer = ubiquitin-GFP accumulation via proteasome inhibition. Ubiquitin-GFP reporter cells, proteasome inhibition, GFP fluorescence; response scale: untreated = 0%, 10 µM MG-132 = 100%. Potency, µM (highest dose often 45.9 µM), without a hit: top-dose activation (GFP accumulation), usual class: activators. 67,000 tested, under 10 active; active means well fitted activation curve with a large enough effect, not every such curve was filed as active; inconclusive means small, poorly fitted or top-dose-only effect, or another doubt; inactive means no such curve, though single readings can be large or run the other way; further: potency means the concentration at half of the fitted maximal effect
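Proteasome blockade was scored as a rise in GFP-expressing U2OS cells carrying a ubiquitin(G76V)-GFP construct, imaged after 4 hr compound treatment at 37 °C across a 46 uM–2.9 nM series.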
ALOX15 inhib = blocks human 15-lipoxygenase activity | purified 15hLO-1, xylenol orange hydroperoxide absorbance | Potency, µM (titrated, usually from 57.1 µM), for inactives: top-dose activity change, negative = inhibition, actives largely listed as inhibitors | hit rate 1.4% among 74,000 | AID 887; further: potency means the concentration at half of the fitted maximal effect; on the % scale 0 is the no-effect control and ±100 the full control effect; nearly all actives have a fitted effect of over 55% in size
Target sequence (P16050 whole entry, looked up): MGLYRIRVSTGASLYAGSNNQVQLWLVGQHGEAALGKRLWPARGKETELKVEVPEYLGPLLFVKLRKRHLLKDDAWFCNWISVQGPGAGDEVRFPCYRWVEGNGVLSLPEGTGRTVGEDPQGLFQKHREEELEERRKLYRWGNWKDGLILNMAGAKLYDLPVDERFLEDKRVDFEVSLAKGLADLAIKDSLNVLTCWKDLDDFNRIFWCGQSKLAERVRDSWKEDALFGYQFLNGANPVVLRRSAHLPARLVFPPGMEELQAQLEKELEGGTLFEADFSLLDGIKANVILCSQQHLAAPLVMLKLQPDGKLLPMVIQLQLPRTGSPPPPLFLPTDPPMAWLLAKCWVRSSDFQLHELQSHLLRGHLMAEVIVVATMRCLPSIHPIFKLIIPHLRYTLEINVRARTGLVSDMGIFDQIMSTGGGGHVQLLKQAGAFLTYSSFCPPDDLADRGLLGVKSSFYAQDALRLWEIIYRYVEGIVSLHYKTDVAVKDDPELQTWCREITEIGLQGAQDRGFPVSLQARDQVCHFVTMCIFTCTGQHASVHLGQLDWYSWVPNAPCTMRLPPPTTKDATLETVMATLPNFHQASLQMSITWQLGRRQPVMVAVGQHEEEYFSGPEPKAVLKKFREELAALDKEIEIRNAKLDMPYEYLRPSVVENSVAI
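Hydroperoxide formed from arachidonic acid (50 uM) by purified human 15hLO-1 (40 nM) oxidizes ferrous iron, and the ferric-xylenol orange complex is read at 573 versus 405 nm. Compounds were preincubated 15 min; reaction ran 6 min at room temperature.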
CRE-bla Fsk = alters forskolin-stimulated CRE reporter signaling in CHO cells | CHO CRE-bla reporter (cAMP response element driving beta-lactamase), forskolin EC10, beta-lactamase ratio | Potency, µM (doses to about 38.2 µM), without a hit: at the highest dose activity change, negative = inhibition, most hits filed as activators | hit rate 2.5% among 71,000 | AID 662; active means well fitted activation curve with a large enough effect in the signal ratio, with a control signal flat, not every such curve was filed as active; inconclusive means small, poorly fitted or top-dose-only effect, or effect the other way, or a change in a side signal; the % refers to the signal ratio; further: potency means the concentration at half of the fitted maximal effect; % of control where 0% means no effect
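qHTS titration format; CRE-bla CHO reporter; stimulus EC10 NKH 477, a water-soluble forskolin. Read: CCF4 460/530 nm ratio. Potency expressed as AC50 for activators or inhibitors.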
HADH2 inhib = blocks human hydroxyacyl-CoA dehydrogenase type II. recombinant HADH2, NADH fluorescence, beta-hydroxybutyryl-CoA. Potency, µM (titrated, usually from 57.1 µM), for the others: at the highest dose activity change, negative = inhibition, most hits filed as inhibitors. hit rate 3.4% among 73,000. AID 886; further: potency means the concentration at half of the fitted maximal effect; on the % scale 0 is the no-effect control and ±100 the full control effect; nearly all actives have a fitted effect of over 60% in size; many of its hits are not listed in these tables
Target sequence (Q99714 whole entry, looked up, one chain of several): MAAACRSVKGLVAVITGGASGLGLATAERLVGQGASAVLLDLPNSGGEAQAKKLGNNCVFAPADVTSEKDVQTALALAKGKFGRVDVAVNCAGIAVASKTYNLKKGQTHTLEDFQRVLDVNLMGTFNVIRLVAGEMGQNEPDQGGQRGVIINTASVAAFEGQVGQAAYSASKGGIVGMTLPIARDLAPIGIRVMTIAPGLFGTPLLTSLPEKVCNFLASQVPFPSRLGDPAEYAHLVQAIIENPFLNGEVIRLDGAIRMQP
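Buffer 100 mM Tris-HCl pH 9.0/0.01% Tween-20; HADH2 20 nM; NAD+ 1 mM; beta-hydroxybutyryl-CoA 90 uM (all final). 15 min cpd preincubation, RT.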
DNA Pol III inh = inhibitors of bacterial DNA polymerase III holoenzyme; Potency, µM (doses to about 57.1 µM), for the others: at the highest dose activity change, negative = inhibition; reconstituted DNA polymerase III holoenzyme replication, biochemical; hit rate 0.25% among 71,000; further: potency means the concentration at half of the fitted maximal effect; on the % scale 0 is the no-effect control and ±100 the full control effect
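Reconstituted *E. coli* holoenzyme (0.35 nM Pol III, 1 nM beta, 154 nM SSB, 2 nM primase) was preincubated with compound for 15 min at RT. Synthesis on 1.4 nM ssM13Gori ran 35 min, then was stopped with PicoGreen/EDTA and read as dsDNA fluorescence.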
USP2a inhib = blocks human ubiquitin-specific protease USP2a | O75604 | USP2a enzymatic assay, qHTS inhibition | Potency, µM (titrated, usually from 38.3 µM), inactives show at the highest dose activity change, negative = inhibition, hits mostly inhibitors | hit rate 0.1% among 60,000 | AID 927;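 further: potency means the concentration at half of the fitted maximal effect; nearly all actives have a fitted effect of over 60% in size; plate controls were DMSO for no effect and NEM full inhibition control for full effect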
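Inhibition is measured in a cell-free coupled assay with 20 nM USP2 core, 20 nM Ub-PLA2 and 20 uM NBD C6-HPC, 2.5 h incubation. Activity normalized to NEM control.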
GFP derepression = epigenetic modulators derepressing GFP locus in mouse cells. mouse C127i GFP locus derepression, cytometry, 30 h. Potency, µM (doses to about 46.1 µM), for inactives: at the top dose GFP derepression (activation). hit rate 0.09% among 68,000. AID 597; further: % of control where 0% means no effect
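Read-out is the number of GFP-positive cells, scored as fluorescent objects 20 to 120 um wide, reflecting derepression of a silenced CMV-GFP reporter in murine C127i cells after 30 h compound exposure at 37 C.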
HBB splicing = hemoglobin beta splicing modulation; HBB splicing reporter cell assay, activation; EGFP reporter with mutant IVS2-654 intron; response scale: normalised to 500 nM splice-correcting PNA; hit rate 0.06% among 65,000; Potency, µM (top dose mostly 46.1 µM), without a hit: top-dose activation, usual class: activators; further: potency means the concentration at half of the fitted maximal effect; 0% is about no effect
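HeLa cells stably expressing EGFP interrupted by mutant beta-globin intron 2 (IVS2-654), 500/well in 2% FCS. Treated with compound for 2 days at 37C. Splicing correction scored as total well GFP intensity (488 nm excitation, 500-520 nm emission); 500 nM antisense PNA served as control.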
Hsp90 Hop PPI = changes Hsp90-Hop TPR2A binding signal, up or down. AlphaScreen TPR2A-His6 binding biotin-Hsp90 C-terminal peptide. Potency, µM (series often up to 57 µM), without a hit: at the highest dose activity change, negative = inhibition. hit rate 0.44% among 71,000. AID 595; active means well fitted curve in either direction with a large enough effect; inconclusive means small, poorly fitted or top-dose-only effect, or another doubt; further: potency means the concentration at half of the fitted maximal effect; on the % scale 0 is the no-effect control and ±100 the full control effect; many of its hits are not listed in these tables
BRCT PPI red = disrupts BRCA1 BRCT binding to phosphoprotein, red fluorophore readout; hit rate 0.03% among 75,000; Potency, µM (series often up to 76.9 µM), for inactives: at the top dose activity change, negative = inhibition, hits mostly inhibitors; BRCT-phosphopeptide binding, red fluorescence polarization; AID 892; further: on the % scale 0 is the no-effect control and ±100 the full control effect
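Rhodamine-labelled pBACH1 10-mer (100 nM) bound to BRCT domain (100 nM) at pH 7.3; compounds incubated 12 min room temperature, polarization read. Free peptide defines full inhibition; unlabelled decapeptide titrated as control.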
BRCT inh green = inhibitors of human BRCA1 BRCT-phosphoprotein interaction (green fluorophore) | hit rate 0.05% among 75,000 | P38398 | Potency, µM (series often up to 76.9 µM), without a hit: at the top dose activity change, negative = inhibition, usual class: inhibitors | AID 875 | BRCA1 BRCT-phosphopeptide binding, green fluorescence polarization;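 further: potency means the concentration at half of the fitted maximal effect; plate controls were peptide without protein for full effect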
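Fluorescence polarization: His-tagged BRCT (~35 kDa BRCA1 C-terminus, 250 nM) bound to 100 nM fluorescein-labeled phosphorylated 10-aa BACH1 peptide, pH 7.3 phosphate buffer with DTT and Tween 20. Compounds incubated 12 min at room temperature; inhibition read as lowered polarization.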
An asterisk follows results filed as active; ? = inconclusive; · = no result given; [ ] = dose if it differs, or a comment. Unless noted, the call rests on the fitted dose curve; in most records, active means well fitted curve in the direction sought with a large enough effect; inconclusive means small, poorly fitted or top-dose-only effect, or another doubt; inactive means no such curve, though single readings can be large; an effect the other way counts as inactive or inconclusive.

SMILES	UbGFP stabilizer	ALOX15 inhib	CRE-bla Fsk	HADH2 inhib	DNA Pol III inh	USP2a inhib	GFP derepression	HBB splicing	Hsp90 Hop PPI	BRCT PPI red	BRCT inh green
CC(C)(CC(=O)Nc1ccccc1)C(=O)O	-7%[9.17 µM]	3%[11.4 µM]	-3%[7.6 µM]	-5%[11.4 µM]	-4%[11.4 µM]	·	1%[9.22 µM]	2.6%[9.22 µM]	-3%[11 µM]	-0.9%[15.4 µM]	-1.5%[15.4 µM]
CCCCCCCC/C=C\CCCCCCCC(=O)NCc1ccc(O)c(OC)c1	0%	3%[25.6 µM]	16%	3%	2%	·	0%	·	-1%	-1.7%	4.2%
CCSc1nc2c(c(=O)n1-c1ccc(F)cc1)SCC2	10%	-6%	18%	4%	-4%	2%	2%	-0.4%	-4%	0.5%	-0.2%
CC1CC(C)CN(C(=O)CSc2nnc(-c3ccc(F)cc3)o2)C1 (configuration not stated)	-3%	-10%	-2%	5%	-5%	·	3%	-0.6%	7%	-1.4%	-1.6%
COc1ccc(CNS(=O)(=O)c2ccc3oc(C(=O)O)c(C)c3c2)cc1	0%	0%	?	-7%	1%	-2%	-2%	-0.9%[57.5 µM]	-2%	0.5%	-2.8%
CC(=O)N1CCN(c2ccc(NC(=O)c3ccc4c(c3)OCO4)cc2)CC1	0%	6%	3%	3%	-6%	9%	-1%	·	-5%	-0.4%	-3.3%
CCCC(=O)NC(C)C(c1cccs1)N1CCN(c2ccccc2)CC1 (configuration not stated)	·	-8%	-1%	5%	-5%	-3%	-2%	4.1%[0.369 µM]	-1%	0.2%	-0.8%
Cc1cc(C)n(-c2nncn2NC(=O)c2ccc(Cl)cc2O)n1	-2%	27%	14%	9%	-6%	-11%	-3%	0.1%[57.5 µM]	1%	1.6%	-0.5%
O=P(OC1CCS(=O)(=O)C1)(c1ccccc1)c1ccccc1 (configuration not stated)	4%	4%	0%	0%	3%	-2%	1%	·	-2%	-2.0%	-2.4%
O=C(Cn1cnc2c(cnn2-c2ccc(Cl)cc2)c1=O)NCCc1ccccc1	5%	-6%	1%	-6%	-6%	-13%	2%	-4.3%	3%	0.4%	-0.4%
Cc1ccc(C)c(S(=O)(=O)C(C#N)c2nc3ccccc3nc2N2CC(C)OC(C)C2)c1 (configuration not stated)	9%	-20%	?	1%	4%	2%	-2%	1.5%[1.84 µM]	-3%	-0.4%	-0.6%
Oc1ccccc1CNCCCNCc1ccccc1O	-1%	3%	-14%	10%	-9%	-5%	0%	-0.3%	0%	-0.5%	-1.4%
CCn1c2ccccc2c2nnc(SCC(=O)Nc3cc(C)on3)nc21	-2%	3%	28%	?	-2%	2%	2%	-5.4%	-3%	1.7%	-2.2%
O=C(NCc1ccc(Cl)cc1)c1cc2c(nc3sccn32)s1	0%	-27%	?	?	1%	23%	-2%	0.4%	-4%	0.0%	-0.7%
C[C@@H]1C[C@@]2(C)Oc3ccccc3[C@H]3OC[C@]1(COC(=O)Nc1ccccc1)[C@@H](C)[C@@H]32	-4%	·	-14%	2%	-6%	·	-2%[9.22 µM]	·	13%	·	·
COc1ccc(CCNc2nc(N3CCCCC3)nc(N3CCCCC3)n2)cc1OC	-8%	?	10%	-4%	-2%	3%	0%	-0.7%	-2%	-0.9%	-0.7%
O=C(NCC(=O)N(c1ccccc1)C(C(=O)NC1CCCCC1)c1ccncc1)c1ccco1 (configuration not stated)	-3%	-3%	4%	13%	-6%	24%	0%	·	0%	-0.7%	-0.1%
CCCC(=O)NCCc1nc2ccccc2n1CCC	-4%	10%	-7%	6%	-5%	·	·	-1.0%	-1%	-0.3%	-0.9%
Cc1cc(C)nc(SCC(=O)c2ccc(O)cc2O)n1	-6%	6%	22%	-10%	-3%	·	·	-1.2%	-7%[2.3 µM]	-0.9%	-0.7%
COCC(=O)Nc1nnc(Cc2ccc(OC)c(OC)c2)s1	8%	5%	?	-11%	-7%	-6%	3%	·	-3%	0.7%	-1.3%

3 structures out of the list, sorted by molecular weight, falling.
SMILES	UbGFP stabilizer	ALOX15 inhib	CRE-bla Fsk	HADH2 inhib	DNA Pol III inh	USP2a inhib	GFP derepression	HBB splicing	Hsp90 Hop PPI	BRCT PPI red	BRCT inh green
COc1ccc(CCNc2nc(N3CCCCC3)nc(N3CCCCC3)n2)cc1OC	-8%	?	10%	-4%	-2%	3%	0%	-0.7%	-2%	-0.9%	-0.7%
CCn1c2ccccc2c2nnc(SCC(=O)Nc3cc(C)on3)nc21	-2%	3%	28%	?	-2%	2%	2%	-5.4%	-3%	1.7%	-2.2%
COCC(=O)Nc1nnc(Cc2ccc(OC)c(OC)c2)s1	8%	5%	?	-11%	-7%	-6%	3%	·	-3%	0.7%	-1.3%

New compounds follow:
SMILES	UbGFP stabilizer	ALOX15 inhib	CRE-bla Fsk	HADH2 inhib	DNA Pol III inh	USP2a inhib	GFP derepression	HBB splicing	Hsp90 Hop PPI	BRCT PPI red	BRCT inh green
CCOc1ccc(NC(=O)c2cnc3scc(C)n3c2=O)cc1	2%	-3%	12%	-6%	-6%	·	·	0.3%	1%	-2.8%	-0.4%
O=C(OC1CCCCC1)c1ccc(NC(=O)c2ccco2)cc1	1%	-11%	11%	-14%	-3%	-6%	2%	-1.4%	2%	-1.4%	0.9%
CC(C)=CCc1c2c(c3occ(-c4ccc(O)c(O)c4)c(=O)c3c1O)C=CC(C)(C)O2	0%[9.17 µM]	4µM*	?	-10%[11.4 µM]	-18%[11.4 µM]	?	?	-0.2%[9.22 µM]	-6%[11 µM]	2.1%[15.4 µM]	-0.3%[15.4 µM]
CC(C)Oc1ccc(C(=O)N2CCCc3ccccc32)cc1	0%	-5%	-1%	2%	-2%	-8%	2%	0.0%	4%	-0.2%	0.9%
CCn1c(SCC(=O)NCc2ccco2)nnc1-c1cccs1	-3%	2%	0%	?	-2%	-1%	3%	-0.4%	-2%	0.4%	0.4%
CCc1nnc(NC(=O)CCC(=O)N2CCN(Cc3ccc(Cl)cc3)CC2)s1	·	-13%	-9%	-3%	1%	19%	0%	2.0%[0.369 µM]	-4%	-0.5%	-0.6%
CCOC(=O)C1=C(C)NC(=O)C1(NC(=O)c1cccnc1)C(F)(F)F (configuration not stated)	-2%	14%	-8%	1%	2%	-7%	-3%	-1.4%	0%	-0.3%	-1.4%
COC(=O)COc1ccc(S(=O)(=O)N2CCOCC2)cc1	1%	-3%	2%	4%	0%	4%	-1%	·	-1%	1.2%	-3.0%
COc1cc(C)nc(Oc2ccc(/C=N/O)cc2)n1	-12%	-1%	21%	-9%	-1%	-2%	-4%	-0.2%[9.22 µM]	-6%	-0.4%	2.0%
Cc1nnc(SCC(=O)c2cc(C)n(-c3ccc4c(c3)OCO4)c2C)s1	-1%	-21%	13%	-8%	-5%	27%	-1%	-0.2%[57.5 µM]	-11%	-0.9%	3.0%

Grouped by structure: the compounds so far with an aryl thioether with sulfur outside any ring (six)
SMILES	UbGFP stabilizer	ALOX15 inhib	CRE-bla Fsk	HADH2 inhib	DNA Pol III inh	USP2a inhib	GFP derepression	HBB splicing	Hsp90 Hop PPI	BRCT PPI red	BRCT inh green
CCSc1nc2c(c(=O)n1-c1ccc(F)cc1)SCC2	10%	-6%	18%	4%	-4%	2%	2%	-0.4%	-4%	0.5%	-0.2%
CC1CC(C)CN(C(=O)CSc2nnc(-c3ccc(F)cc3)o2)C1 (configuration not stated)	-3%	-10%	-2%	5%	-5%	·	3%	-0.6%	7%	-1.4%	-1.6%
CCn1c2ccccc2c2nnc(SCC(=O)Nc3cc(C)on3)nc21	-2%	3%	28%	?	-2%	2%	2%	-5.4%	-3%	1.7%	-2.2%
Cc1cc(C)nc(SCC(=O)c2ccc(O)cc2O)n1	-6%	6%	22%	-10%	-3%	·	·	-1.2%	-7%[2.3 µM]	-0.9%	-0.7%
CCn1c(SCC(=O)NCc2ccco2)nnc1-c1cccs1	-3%	2%	0%	?	-2%	-1%	3%	-0.4%	-2%	0.4%	0.4%
Cc1nnc(SCC(=O)c2cc(C)n(-c3ccc4c(c3)OCO4)c2C)s1	-1%	-21%	13%	-8%	-5%	27%	-1%	-0.2%[57.5 µM]	-11%	-0.9%	3.0%

Some of the compounds tested. The share of hits here may be higher or lower than overall.
